Pf Dd2 inh = inhibitors of Plasmodium falciparum Dd2 growth; P. falciparum Dd2 growth, SYBR Green, 72 h; stronger effect = lower value; activity change, % at 10 µM; hit rate 2.3% among 94,000; AID 1159554; in the data active = activity change below about -80%
C diff growth = C. difficile growth inhibition; Clostridium difficile clinical isolate growth, OD600, 24 h; stronger effect = lower value; growth activity, negative = inhibition, % at 16 µg/mL (by protocol); hit rate 0.25% among 86,000; AID 1259249;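 active = mean growth activity at or below -80% and every replicate also at or below -80%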;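 note: 0% = DMSO wells and -100% = levofloxacin 16 µg/mL wells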
GASC1 inh = inhibitors of human demethylase GASC-1 KDM4C; Q9H3R0; GST-KDM4C 2-372, H3K9me3 peptide, LANCE TR-FRET; inhibition, % at 12.5 µM; hit rate 0.15% among 96,000;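 active = mean replicate inhibition above about 25%, with at least 55% of replicates also reaching it, limit read from the data, passing the limit was not always enough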
Target sequence (Q9H3R0 2-372 limits assumed): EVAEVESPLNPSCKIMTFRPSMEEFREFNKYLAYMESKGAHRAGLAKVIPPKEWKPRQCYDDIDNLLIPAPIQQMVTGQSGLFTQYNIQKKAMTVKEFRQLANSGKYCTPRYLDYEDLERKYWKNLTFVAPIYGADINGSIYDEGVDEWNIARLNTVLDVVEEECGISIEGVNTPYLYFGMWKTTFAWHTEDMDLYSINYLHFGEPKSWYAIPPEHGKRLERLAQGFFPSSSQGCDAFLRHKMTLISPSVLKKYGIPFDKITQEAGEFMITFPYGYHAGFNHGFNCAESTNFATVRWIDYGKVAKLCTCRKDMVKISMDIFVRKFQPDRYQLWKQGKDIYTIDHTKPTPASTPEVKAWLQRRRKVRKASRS
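System: N-terminal GST-fused human GASC-1 (KDM4C) fragment, residues 2-372; amount: enzyme final amount 10 nM; incubation: reaction 30 min RT, detection step 1 h RT; medium: HEPES buffer, pH 7.5, plus ascorbate; technique: LANCE TR-FRET, Eu antibody, ULight-streptavidin, EDTA, ex 340 nm, em 618/671 nm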
Tcruzi prolif = inhibitors of T. cruzi proliferation; T. cruzi beta-gal in NIH3T3, GalScreen luminescence, 90 h; inhibition, % at 8.34 µM; hit rate 5.9% among 77,000; AID 624255;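 active = mean inhibition above about 93%, with at least 55% of replicates each passing it, limit read from the data, passing the limit was not always enough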
Active calls of the source: *.

What do the screens show for `Cc1ccc(S(=O)(=O)N(C)C[C@H]2OCCCC[C@@H](C)Oc3ccc(NC(=O)Nc4cccc5ccccc45)cc3C(=O)N([C@@H](C)CO)C[C@@H]2C)cc1`?
Pf Dd2 inh: -56; C diff growth: -1; GASC1 inh: 1.0

Results for C/C=C/c1ccccc1[C@H]1[C@@H](C#N)N(C(=O)c2cccnc2)[C@@H]1CO ?
Pf Dd2 inh: -61; C diff growth: 2; GASC1 inh: -0.7

What do the screens show for `C[C@@H]1CN([C@H](C)CO)C(=O)Cc2cc(NS(=O)(=O)c3cn(C)cn3)ccc2O[C@H]1CN(C)C(=O)Nc1ccc(F)cc1`?
Pf Dd2 inh: 4; C diff growth: 4; GASC1 inh: 0.1; Tcruzi prolif: -16

Results for C[C@@H]1CN([C@@H](C)CO)C(=O)Cc2cc(NC(=O)Nc3ccc(F)cc3)ccc2O[C@@H]1CN(C)Cc1ccncc1 ?
Pf Dd2 inh: -9; C diff growth: 7; Tcruzi prolif: 76

What do the screens show for `COc1ccccc1-c1ccc([C@@H]2[C@H](CO)N3CCCCN(C(=O)c4ccncc4)C[C@@H]23)cc1`?
Pf Dd2 inh: 3; C diff growth: -3; GASC1 inh: -1.3; Tcruzi prolif: -21

How did O=C(Cc1ccncc1)NCC[C@@H]1CC[C@@H](NC(=O)Nc2cccc(F)c2)[C@H](CO)O1 do in these assays?
Pf Dd2 inh: -13; C diff growth: 2; GASC1 inh: -2.0; Tcruzi prolif: 51

How did CCC(=O)N1CC[C@@H]2[C@H]1c1cc(-c3cccc(OC)c3)ccc1N(C)[C@@H]2CO do in these assays?
Pf Dd2 inh: 2; C diff growth: -8; GASC1 inh: 0.4; Tcruzi prolif: 105*

How did C[C@@H]1CCCCO[C@@H](CN(C)C(=O)Nc2ccc(F)cc2)[C@@H](C)CN([C@H](C)CO)C(=O)c2cc(NC(=O)c3ccncc3)ccc2O1 do in these assays?
Pf Dd2 inh: -5; C diff growth: -3; GASC1 inh: 2.6; Tcruzi prolif: 42

How did COc1cccc(C#Cc2ccc3c(c2)[C@@H]2[C@@H](CCN2S(=O)(=O)c2cccc(OC)c2)[C@@H](CO)N3)c1 do in these assays?
Pf Dd2 inh: -51; C diff growth: 46; GASC1 inh: -64

Results for N#C[C@H]1[C@@H](c2ccc(C#CC3CCCCC3)cc2)[C@H](CO)N1C(=O)c1cccc(F)c1 ?
Pf Dd2 inh: -26; C diff growth: 8; GASC1 inh: -2.1; Tcruzi prolif: 93

How did C[C@@H]1CN([C@H](C)CO)C(=O)c2cccc(NS(=O)(=O)c3ccc(Cl)cc3)c2O[C@H]1CN(C)Cc1ccc(C(F)(F)F)cc1 do in these assays?
Pf Dd2 inh: -30; C diff growth: 5; GASC1 inh: 0.0; Tcruzi prolif: 19

What do the screens show for `Cc1noc(C)c1NC(=O)N(C)C[C@@H]1Oc2ccc(NS(=O)(=O)c3cccs3)cc2C(=O)N([C@H](C)CO)C[C@@H]1C`?
Pf Dd2 inh: 25; GASC1 inh: -1.3; Tcruzi prolif: -123

Results for COc1ccc(-c2ccc3c(c2)O[C@@H](CN(C)CC2CCOCC2)[C@H](C)CN([C@H](C)CO)S3(=O)=O)cc1 ?
Pf Dd2 inh: -51; C diff growth: -6; GASC1 inh: 0.4; Tcruzi prolif: 67

What do the screens show for `COCC#Cc1ccc2c(c1)O[C@H](CN(C)S(=O)(=O)c1ccc(OC)cc1)[C@@H](C)CN([C@@H](C)CO)S2(=O)=O`?
Pf Dd2 inh: 18; GASC1 inh: -2.2

Results for CN1CCN(C(=O)C[C@H]2C[C@@H]3c4cc(NC(=O)CC5CC5)ccc4O[C@@H]3[C@@H](CO)O2)CC1 ?
Pf Dd2 inh: -1; C diff growth: -2; GASC1 inh: -0.9; Tcruzi prolif: 5

Reprinted at random: 5 records from the list, in no set order.
How did O=C(Cc1ccncc1)NCC[C@@H]1CC[C@@H](NC(=O)Nc2cccc(F)c2)[C@H](CO)O1 do in these assays?
Pf Dd2 inh: -13; C diff growth: 2; GASC1 inh: -2.0; Tcruzi prolif: 51

Results for CN1CCN(C(=O)C[C@H]2C[C@@H]3c4cc(NC(=O)CC5CC5)ccc4O[C@@H]3[C@@H](CO)O2)CC1 ?
Pf Dd2 inh: -1; C diff growth: -2; GASC1 inh: -0.9; Tcruzi prolif: 5

Results for C/C=C/c1ccccc1[C@H]1[C@@H](C#N)N(C(=O)c2cccnc2)[C@@H]1CO ?
Pf Dd2 inh: -61; C diff growth: 2; GASC1 inh: -0.7

What do the screens show for `Cc1noc(C)c1NC(=O)N(C)C[C@@H]1Oc2ccc(NS(=O)(=O)c3cccs3)cc2C(=O)N([C@H](C)CO)C[C@@H]1C`?
Pf Dd2 inh: 25; GASC1 inh: -1.3; Tcruzi prolif: -123

Results for C[C@@H]1CN([C@@H](C)CO)C(=O)Cc2cc(NC(=O)Nc3ccc(F)cc3)ccc2O[C@@H]1CN(C)Cc1ccncc1 ?
Pf Dd2 inh: -9; C diff growth: 7; Tcruzi prolif: 76

Back to the main list with the three entries that preceded the break.
Results for COc1ccc(-c2ccc3c(c2)O[C@@H](CN(C)CC2CCOCC2)[C@H](C)CN([C@H](C)CO)S3(=O)=O)cc1 ?
Pf Dd2 inh: -51; C diff growth: -6; GASC1 inh: 0.4; Tcruzi prolif: 67

What do the screens show for `COCC#Cc1ccc2c(c1)O[C@H](CN(C)S(=O)(=O)c1ccc(OC)cc1)[C@@H](C)CN([C@@H](C)CO)S2(=O)=O`?
Pf Dd2 inh: 18; GASC1 inh: -2.2

Results for CN1CCN(C(=O)C[C@H]2C[C@@H]3c4cc(NC(=O)CC5CC5)ccc4O[C@@H]3[C@@H](CO)O2)CC1 ?
Pf Dd2 inh: -1; C diff growth: -2; GASC1 inh: -0.9; Tcruzi prolif: 5

What do the screens show for `COc1cccc(-c2cnc3c(c2)C(=O)N([C@@H](C)CO)C[C@@H](C)[C@H](CN(C)Cc2ccc(F)cc2)O3)c1`?
Pf Dd2 inh: -18; C diff growth: 5; GASC1 inh: 4.7

Results for COc1ccc(S(=O)(=O)Nc2ccc3c(c2)C(=O)N([C@H](C)CO)C[C@H](C)[C@@H](CN(C)S(=O)(=O)c2cn(C)cn2)OCCCC[C@H](C)O3)cc1 ?
Pf Dd2 inh: 38; C diff growth: 0; Tcruzi prolif: -59

Results for CO[C@H]1CN(C)C(=O)c2cc(NC(=O)C3CCCCC3)ccc2OC[C@H](C)NC[C@@H]1C ?
Pf Dd2 inh: 7; C diff growth: 1; GASC1 inh: 1.1; Tcruzi prolif: -2

How did COc1ccc2c3c([nH]c2c1)[C@H](CO)N(C(=O)c1cccnc1)CC31CN(C(=O)c2cccnc2)C1 do in these assays?
Pf Dd2 inh: 43; C diff growth: -8; GASC1 inh: -0.1

How did CO[C@H]1CC[C@@H]2CCOc3c(C#N)cccc3C(=O)N(C)CCCC(=O)N(C)C[C@@H]1O2 do in these assays?
Pf Dd2 inh: 26; GASC1 inh: -1.0; Tcruzi prolif: 31

What do the screens show for `CC(C)CN(C[C@H]1[C@H](c2ccccc2)[C@@H](CO)N1C(=O)C1CCC1)C(=O)C1CC1`?
Pf Dd2 inh: -1; C diff growth: 2; GASC1 inh: -0.5; Tcruzi prolif: 40

How did O=C(N[C@H]1CC[C@@H](CCNC(=O)C2CC2)O[C@@H]1CO)c1ccncc1 do in these assays?
C diff growth: 0; GASC1 inh: -2.0

How did C/C=C/c1ccc([C@@H]2[C@@H](CO)N(C(C)=O)[C@H]2CN(C)S(C)(=O)=O)cc1 do in these assays?
Pf Dd2 inh: 6; C diff growth: -4; GASC1 inh: 1.3; Tcruzi prolif: 36

What do the screens show for `COc1ccc(NC(=O)Nc2cccc3c2O[C@H](CN(C)Cc2ccc(C(=O)O)cc2)[C@H](C)CN([C@@H](C)CO)C3=O)cc1`?
Pf Dd2 inh: 15; C diff growth: 0; GASC1 inh: 0.9; Tcruzi prolif: 2

What do the screens show for `Cc1ccccc1S(=O)(=O)N1[C@@H]2Cn3c(cccc3=O)[C@H]1[C@@H](C(=O)N1CCOCC1)[C@@H]2CO`?
Pf Dd2 inh: -1; C diff growth: -5; GASC1 inh: 0.3; Tcruzi prolif: -9

How did COc1ccc(S(=O)(=O)N[C@H]2C=C[C@@H](CC(=O)NCc3ccccc3F)O[C@@H]2CO)cc1 do in these assays?
Pf Dd2 inh: -1; C diff growth: -7; GASC1 inh: -2.0; Tcruzi prolif: -26

Results for Cc1ccc(S(=O)(=O)N(C)C[C@@H]2Oc3ccc(NC(=O)CCCN(C)C)cc3C(=O)N([C@H](C)CO)C[C@@H]2C)cc1 ?
Pf Dd2 inh: -6; C diff growth: 1; GASC1 inh: 2.6; Tcruzi prolif: -15

What do the screens show for `CO[C@H]1CN(C)C(=O)c2ccc(NC(=O)NC(C)C)cc2OC[C@H](C)N(Cc2ccccc2)C[C@H]1C`?
Pf Dd2 inh: -47; GASC1 inh: 1.2; Tcruzi prolif: 34

How did CCC(=O)N1[C@@H]2c3cccc(=O)n3C[C@H]1[C@H](CO)[C@H]2C(=O)NC1CCCC1 do in these assays?
Pf Dd2 inh: 11; C diff growth: -1; GASC1 inh: -0.5

What do the screens show for `COc1cccc(-c2ccc3c(c2)O[C@H](CN(C)C(=O)C2CCC2)[C@H](C)CN([C@@H](C)CO)S3(=O)=O)c1`?
Pf Dd2 inh: -39; C diff growth: -1; GASC1 inh: 0.4; Tcruzi prolif: 103*

How did COc1ccc2c3c([nH]c2c1)[C@H](CO)N(C(=O)NC(C)C)CC31CN(C(=O)NC(C)C)C1 do in these assays?
Pf Dd2 inh: 16; C diff growth: 0; GASC1 inh: 1.7

How did COc1cccc(CN2CC3(C2)CN(C(=O)C2CC2)[C@@H](CO)c2c3c3ccc(OC)cc3n2C)c1 do in these assays?
Pf Dd2 inh: -51; C diff growth: -19; GASC1 inh: 0.5

How did C[C@@H]1CN([C@H](C)CO)C(=O)c2cccc(NS(C)(=O)=O)c2O[C@H]1CN(C)Cc1ccc(C(F)(F)F)cc1 do in these assays?
Pf Dd2 inh: -36; C diff growth: 1; GASC1 inh: -0.5; Tcruzi prolif: 43

How did COc1ccccc1C#Cc1ccc2c(c1)[C@@H]1[C@@H](CCN1C(=O)CN1CCOCC1)[C@H](CO)N2 do in these assays?
Pf Dd2 inh: -31; C diff growth: 2; GASC1 inh: -2.2

What do the screens show for `C[C@@H]1CN([C@@H](C)CO)C(=O)c2cc(C#CC(C)(C)O)cnc2O[C@H]1CN(C)C(=O)C1CCOCC1`?
Pf Dd2 inh: 23; C diff growth: -2; GASC1 inh: 0.8; Tcruzi prolif: -31

What do the screens show for `CCS(=O)(=O)N1CCC2(CC1)CN(C(=O)c1cccc(F)c1)[C@H](CO)c1c2c2ccc(OC)cc2n1C`?
Pf Dd2 inh: -24; C diff growth: 10; GASC1 inh: -1.2

Results for C[C@H](CO)N1C[C@H](C)[C@H](CN(C)C(=O)CCC(F)(F)F)OCCCC[C@H](C)Oc2ccc(NC(=O)CCCN(C)C)cc2C1=O ?
Pf Dd2 inh: 80; C diff growth: 4; GASC1 inh: 2.1; Tcruzi prolif: -56

What do the screens show for `CCCC#Cc1cnc2c(c1)C(=O)N([C@@H](C)CO)C[C@H](C)[C@H](CN(C)C(=O)C1CC1)O2`?
Pf Dd2 inh: 4; C diff growth: -2; GASC1 inh: 0.6; Tcruzi prolif: 29

How did C[C@@H]1CCCCO[C@@H](CN(C)C(=O)c2ccccc2)[C@@H](C)CN([C@H](C)CO)C(=O)c2cc(NC(=O)c3ccccc3)ccc2O1 do in these assays?
Pf Dd2 inh: -19; C diff growth: 1; GASC1 inh: -0.6; Tcruzi prolif: 34

How did C[C@@H]1CN([C@H](C)CO)C(=O)c2cc(NC(=O)Cc3cn(C)c4ccccc34)ccc2O[C@H]1CN(C)C(=O)Nc1ccc2c(c1)OCO2 do in these assays?
Pf Dd2 inh: -16; C diff growth: -1; GASC1 inh: -1.1; Tcruzi prolif: -176

Source: PubChem (Broad Institute)
